Pol beta inh: qHTS Assay for Inhibitors of DNA Polymerase Beta | AID 485314, 2010 | Potency, µM (titrated, usually from 114 µM), for inactives: top-dose activity change, negative = inhibition, usual class: inhibitors | Pol beta primer extension/strand displacement, fluorescence kinetic | 1.3% of 340,000 active | P06746; further: potency means the concentration at half of the fitted maximal effect; on the % scale 0 is the no-effect control and ±100 the full control effect
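Curves were derived by four-parameter Hill fits of normalized qHTS data. The kinetic fluorescent primer-extension read was taken at 0 and 10 min after 50 nM substrate, following a 15 min room-temperature preincubation of 10 nM enzyme with compounds.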
Pol iota inh: qHTS for Inhibitors of Polymerase Iota. 1% of 390,000 active. Potency, µM (highest dose often 115 µM), without a hit: at the highest dose activity, negative = inhibition, hits mostly inhibitors. AID 588590, 2011. Pol iota fluorescent replication assay, 10 min. DNA polymerase iota (Homo sapiens), Q9UNA4; further: potency means the concentration at half of the fitted maximal effect
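Pol iota at 10 nM preincubated 15 min with compounds at room temperature; reaction started with fluorescent substrate, 50 nM final. Fluorescence read kinetically at 0 and 10 min; buffer-only wells as negative control.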
ERG Ets-DNA blk: qHTS for Small Molecule Inhibitors of the ERG Ets/DNA interaction. Transcriptional regulator ERG (Homo sapiens), P11308. fluorescence polarization, His-ERG Ets domain / labelled DNA. Potency, µM (series often up to 76.9 µM), without a hit: top-dose FP activity, negative = inhibition, actives largely listed as inhibitors. 0.028% of 370,000 active; active means well fitted inhibition curve with a large enough effect in the polarisation, with a control signal flat; inconclusive means small, poorly fitted or top-dose-only effect, or effect the other way, or a change in a side signal; inactive means no such curve, though single readings can be large or run the other way; the % refers to the polarisation;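 further: polarization taken with two DNA probes labelled with fluorescein and Texas red; potency means the concentration at half of the fitted maximal effect; % of control where 0% means no effect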
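His-tagged ERG Ets domain (1 uM in the protein solution; 300mM KCl, 50mM Tris-HCl, 1mM EDTA, 1mM DTT, pH 7.5) received compound, then a probe mix of 5 nM fluorescein-DNA and 100nM Texas-615-DNA. Fluorescence polarization was read for both dyes.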
APEX1 inh: qHTS Assay for Inhibitors of the Human Apurinic/apyrimidinic Endonuclease 1 (APE1); 0.35% of 350,000 active; Potency, µM (highest dose often 65.8 µM), for inactives: at the top dose activity change, negative = inhibition, usual class: inhibitors; recombinant APE1, TAMRA/BHQ-2 abasic DNA cleavage fluorescence; DNA repair nuclease/redox regulator APEX1 (Homo sapiens), P27695;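 further: potency means the concentration at half of the fitted maximal effect; plate controls were vehicle for no effect and reference inhibitor for full effect; nearly all actives have a fitted effect of over 55% in size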
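Enzyme (0.75 nM final) and test compound are incubated 15 min at room temperature before adding 50 nM quenched THF abasic-site duplex. Cleavage dequenches TAMRA, followed at 525/598 nm over three reads one minute apart.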
BLM inh: qHTS Assay for Inhibitors of Bloom's syndrome helicase (BLM) | RecQ-like DNA helicase BLM (Homo sapiens), P54132 | recombinant BLM DNA unwinding, fluorescence dequenching | Potency, µM (series often up to 56.1 µM), without a hit: at the highest dose activity change, negative = inhibition, actives largely listed as inhibitors | 0.2% of 350,000 active | AID 2528, 2010;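 further: potency means the concentration at half of the fitted maximal effect; plate controls were vehicle for no effect and no enzyme for full effect; nearly all actives have a fitted effect of over 35% in size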
TRHR agonist: qHTS for Small Molecule Agonists and Allosteric Enhancers of Human TRH Receptor: Primary Screen for Agonists. TRHR cells, calcium flux fluo-8, FDSS agonist mode. activation, % at 2 µM. 0.18% of 360,000 active. AID 493084, 2011; in the data active means activation above about 30%; further: 0% is about no effect
Target sequence (P34981 whole entry, looked up): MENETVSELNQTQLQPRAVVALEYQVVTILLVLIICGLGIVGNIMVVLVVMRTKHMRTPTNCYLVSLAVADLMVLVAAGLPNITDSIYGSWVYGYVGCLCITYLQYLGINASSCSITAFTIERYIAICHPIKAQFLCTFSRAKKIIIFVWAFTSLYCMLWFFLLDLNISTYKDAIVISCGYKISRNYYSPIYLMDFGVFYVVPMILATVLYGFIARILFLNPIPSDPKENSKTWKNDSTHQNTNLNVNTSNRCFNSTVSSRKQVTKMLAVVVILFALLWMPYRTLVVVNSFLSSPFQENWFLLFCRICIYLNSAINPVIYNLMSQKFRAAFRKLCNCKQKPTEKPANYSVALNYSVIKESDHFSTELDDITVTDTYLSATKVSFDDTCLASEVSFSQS
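In this calcium-flux screen, cells bearing human TRHR are dye-loaded with fluo-8, baselined for 10 cycles, then exposed to library compounds; positive kinetic calcium responses during the agonist phase mark hits, with TRH as control.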
Apoferritin bind: qHTS Assay for Identification of Novel General Anesthetics; Ferritin light chain (Equus caballus), P02791; apoferritin/1-aminoanthracene competitive binding, fluorescence; Potency, µM (doses to about 77.5 µM), for the others: at the top dose activity change, negative = displacement, hits mostly inhibitors; 0.074% of 350,000 active; further: potency means the concentration at half of the fitted maximal effect; on the % scale 0 is the no-effect control and ±100 the full control effect; nearly all actives have a fitted effect of over 20% in size
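In PBS, apoferritin at 10 uM is loaded with 1-AMA from a 50% saturated solution. After 10 min of compound exposure at ambient temperature, reduced 535 nm fluorescence indicates probe displacement.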
ALOX12 inh: Primary qHTS assay for inhibitors of human arachidonate 12S-lipoxygenase (ALOX12): Round 2; purified 12hLO, xylenol orange hydroperoxide absorbance; 1.1% of 580,000 active; Potency, µM (highest dose often 108 µM), for the others: at the highest dose activity change, negative = inhibition, most hits filed as inhibitors; further: potency means the concentration at half of the fitted maximal effect; on the % scale 0 is the no-effect control and ±100 the full control effect
Target sequence (P18054 whole entry, looked up): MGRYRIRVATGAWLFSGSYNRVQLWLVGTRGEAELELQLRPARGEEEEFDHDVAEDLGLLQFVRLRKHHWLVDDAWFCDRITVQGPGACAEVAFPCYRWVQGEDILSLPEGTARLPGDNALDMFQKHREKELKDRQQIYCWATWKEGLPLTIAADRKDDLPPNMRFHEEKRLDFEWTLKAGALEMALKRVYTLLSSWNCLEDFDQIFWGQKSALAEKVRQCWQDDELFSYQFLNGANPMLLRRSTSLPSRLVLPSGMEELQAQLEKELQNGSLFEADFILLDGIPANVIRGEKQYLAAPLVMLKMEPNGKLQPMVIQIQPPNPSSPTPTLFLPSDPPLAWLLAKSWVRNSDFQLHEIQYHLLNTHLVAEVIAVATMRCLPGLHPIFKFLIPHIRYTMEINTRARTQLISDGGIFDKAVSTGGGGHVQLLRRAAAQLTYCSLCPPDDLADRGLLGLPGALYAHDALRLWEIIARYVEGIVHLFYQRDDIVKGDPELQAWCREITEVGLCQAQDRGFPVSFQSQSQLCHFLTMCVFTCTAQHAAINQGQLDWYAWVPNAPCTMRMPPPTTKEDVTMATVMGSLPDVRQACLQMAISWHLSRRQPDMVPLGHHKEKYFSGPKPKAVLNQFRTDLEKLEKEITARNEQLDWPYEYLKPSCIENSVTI
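Hydroperoxide product was detected by ferrous iron/xylenol orange as the 573 to 405 nm absorbance ratio. Arachidonic acid at 40 uM (final) was turned over for 30 min at room temperature by 150 nM human 12hLO, pH 7.0 Hepes buffer, after 15 min compound preincubation.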
Pol kappa inh: qHTS for Inhibitors of Polymerase Kappa | purified Pol kappa, fluorescent DNA synthesis assay, 10 min | 0.53% of 400,000 active | DNA polymerase kappa (Homo sapiens), Q9UBT6 | AID 588579, 2011 | Potency, µM (doses to about 107 µM), for the others: top-dose activity, negative = inhibition, usual class: inhibitors; further: potency means the concentration at half of the fitted maximal effect; on the % scale 0 is the no-effect control and ±100 the full control effect
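Fluorescent qHTS in 1536-well format: enzyme (10 nM) and compound sat 15 min at room temperature before 50 nM substrate (final) was added. Signal taken at 0 and 10 min; no-enzyme buffer wells were negative controls.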
* = called active by the depositor; u = inconclusive; x = no result given; [ ] = remark or other dose. Unless noted, the call rests on the fitted dose curve; in most records, active means well fitted curve in the direction sought with a large enough effect; inconclusive means small, poorly fitted or top-dose-only effect, or another doubt; inactive means no such curve, though single readings can be large; an effect the other way counts as inactive or inconclusive. Some of the compounds tested (hit frequency here may not be typical).

(1) Cc1ccc(S(=O)(=O)N2CCCCC2CCNC(=O)C(=O)NCc2cccnc2)cc1 (stereo not drawn)
(2) CCOC(=O)C1=C(C)N=c2s/c(=C/c3cccc([N+](=O)[O-])c3O)c(=O)n2C1c1ccc(OC)cc1OC (stereo not drawn)
(3) COc1ccc(CN(C)C(=O)COC(=O)c2ccc3c(c2)OCO3)cc1OC
(4) CCCCCC1(C)NC(=S)N(c2ccccc2)N1 (stereo not drawn)
(5) O=C(Nc1nnc(N2CCCCCC2)s1)Nc1cc(F)ccc1F
(6) CC1(C)CC2CC(C)(CN2Cc2c(O)ccc3ccccc23)C1 (stereo not drawn)
(7) Cc1cc(-c2ccccc2)nc2cc(C(=O)NCCCn3ccnc3)nn12
(8) Cn1cnc([N+](=O)[O-])c1S(=O)(=O)Oc1ccccc1

Compound	1	2	3	4	5	6	7	8
Pol beta inh	x	1%	7%	12%	4%	0%	-24%	x
Pol iota inh	-2%	u	4%	73%[activator]	9%	0%	11%	u
ERG Ets-DNA blk	-3%	52%[activator]	6%	10%	-17%	3%	1%	9%
APEX1 inh	5%	24µM*	0%	17%	x	-1%	-8%	x
BLM inh	x	u	-1%	-1%	-1%	-2%	-9%	x
TRHR agonist	1.1	-0.1	0.4	1.4	0.4	1.3	0.2	x
Apoferritin bind	x	-9%	-6%	-4%	2%	-19%	27%	x
ALOX12 inh	4%	u	24%	0.79µM*	2%	u	x	3%
Pol kappa inh	3%	-7%	3%	-9%	-15%	-21%	1%	7%

In the list so far, these have a nitro group on carbon.
(2) CCOC(=O)C1=C(C)N=c2s/c(=C/c3cccc([N+](=O)[O-])c3O)c(=O)n2C1c1ccc(OC)cc1OC (stereo not drawn)
(8) Cn1cnc([N+](=O)[O-])c1S(=O)(=O)Oc1ccccc1

Compound	2	8
Pol beta inh	1%	x
Pol iota inh	u	u
ERG Ets-DNA blk	52%[activator]	9%
APEX1 inh	24µM*	x
BLM inh	u	x
TRHR agonist	-0.1	x
Apoferritin bind	-9%	x
ALOX12 inh	u	3%
Pol kappa inh	-7%	7%

Continued.
(9) N#CCc1nc2c3c4c(sc3ncn2n1)CCCC4
(10) O=C(CSc1nc(-c2ccccc2)cc(C(F)(F)F)n1)c1cccc([N+](=O)[O-])c1
(11) COc1cc(/C=N\Nc2nc3ccccc3[nH]2)cc(OC)c1OC
(12) CCOC(=O)C1C2C=CC(CC2)N1c1ccccc1 (stereo not drawn)
(13) CC1CCCC(C)N1C(=O)c1cc(-c2ccc3c(c2)OCO3)on1 (stereo not drawn)
(14) O=C(COc1ccc(C2SCCS2)cc1)NNC(=O)C(Cl)Cl
(15) CC1(C)NC(=O)N(CC(=O)OCC(=O)Nc2cccc(S(N)(=O)=O)c2)C1=O
(16) COCCN(C(=O)CSc1ncc(C(F)(F)F)cc1Cl)c1c(N)n(Cc2ccccc2)c(=O)[nH]c1=O

Compound	9	10	11	12	13	14	15	16
Pol beta inh	3%	23%	u	x	-3%	2%	11%	0%
Pol iota inh	-17%	8%	-13%	13%	24%	-10%	5%	60%[activator]
ERG Ets-DNA blk	-3%	-6%	-8%	-6%	0%	1%	17%	62%[activator]
APEX1 inh	2%	2%	u	x	-13%	10%	0%	-1%
BLM inh	-2%	-2%	0%	x	-6%	-6%	-4%	-6%
TRHR agonist	0.2	-0.3	0.0	x	-0.4	0.6	0.9	0.5
Apoferritin bind	-19%	-6%	-16%	x	-10%	-4%	-16%	-15%
ALOX12 inh	148%[activator][57.4 µM]	10%	0%	26%	-13%	405%[activator]	-6%	0%
Pol kappa inh	-15%	-1%	-12%	4%	8%	-6%	1%	2%

(17) O=C(NCC(=O)N1CCN(C(c2ccccc2)c2ccccc2)CC1)c1ccc(Br)o1
(18) O=C(O)CCCNS(=O)(=O)c1ccc2ccccc2c1
(19) COc1ccc(C2C=C(c3ccccc3)Nc3nc(NS(=O)(=O)c4ccc(C)cc4)nn32)cc1 (stereo not drawn)
(20) Cc1cc(C)cc(N2C(=O)CSC2c2cccs2)c1 (stereo not drawn)
(21) Cc1ccc(-c2cc(C(=O)Nc3cnn(C45CC6CC(CC(C6)C4)C5)c3)no2)cc1
(22) CC(C)(C)OC(=O)C[C@@H]1C/C=C\C[C@H](CC(=O)N(CCO)Cc2ccccc2)C(=O)NCCOC1=O
(23) C/C(=N\NC(=O)c1cc(C(C)C)[nH]n1)c1ccncc1
(24) Clc1cncc(Cl)c1N/N=C/c1ccccc1

Compound	17	18	19	20	21	22	23	24
Pol beta inh	22%	66%	-2%	6%	6%	x	52%	-8%
Pol iota inh	-6%	-4%	27%	-1%	-4%	16%	49%[activator]	-9%[58.9 µM]
ERG Ets-DNA blk	19%	5%	6%	6%	-6%	6%	-1%	-2%
APEX1 inh	-1%	14%	x	-4%	2%	-19%	-2%	-6%
BLM inh	-12%	-5%	-7%	-3%	-2%	x	0%	-3%
TRHR agonist	-1.2	1.4	0.1	1.0	1.1	x	1.0	-0.6
Apoferritin bind	-5%	-7%	-7%	-4%	-1%	x	1%	-13%
ALOX12 inh	0%	43%[activator]	-28%	0%	4%	13%	24%	64%[activator]
Pol kappa inh	2%	3%	-13%	9%	-2%	5%	-8%	-3%

(25) Cc1occc1C(=O)Nc1nnc(-c2ccncc2)s1
(26) Cc1ccc(C(=O)NC(=S)Nc2ccc(N3CCOCC3)cc2)cc1C
(27) CC(C)(C)OC(=O)NCCCCC1=CC2=CC(=O)C(C)(O)C(=O)C2=CO1 (stereo not drawn)
(28) Cc1c(CC(=O)N2CCCCC2)c(=O)oc2cc3occ(C(C)(C)C)c3cc12
(29) Cc1nn2c3c(cnc2c1-c1ccc(Cl)cc1)C(=O)CC(c1ccco1)C3 (stereo not drawn)
(30) Cc1n[nH]c(C)c1Sc1ccccc1N=Cc1cc([N+](=O)[O-])ccc1O
(31) Cc1nn(-c2ccccc2)c(Cl)c1/C=N/N1CCN(c2ccccn2)CC1
(32) Cc1cc(=O)[nH]c(SCC(=O)NCC2CCCO2)n1 (stereo not drawn)

Compound	25	26	27	28	29	30	31	32
Pol beta inh	16%	28%	x	-8%	-28%	2%	6%	0%
Pol iota inh	10%	82%[activator]	50µM*	0%	-1%	x	-8%	13%
ERG Ets-DNA blk	7%	-1%	10%	-1%	18%	x	3%	-5%
APEX1 inh	-1%	6%	-4%	x	-3%	0%	0%	-2%
BLM inh	-5%	-7%	0%	-1%	-1%	-3%	-1%	2%
TRHR agonist	0.2	0.7	x	-0.1	0.3	0.1	0.1	0.7
Apoferritin bind	7%	-14%	x	-11%	0%	449%[activator]	-8%	-3%
ALOX12 inh	3%	18µM*	u	-15%	0%	x	-10%	2%
Pol kappa inh	-1%	-1%	79µM*	-13%	0%	x	-11%	6%

Compound profiles, as listed above:
Record of `Cc1ccc(C(=O)NC(=S)Nc2ccc(N3CCOCC3)cc2)cc1C` → Pol beta inh: 28%; Pol iota inh: 82%[activator]; ERG Ets-DNA blk: -1%; APEX1 inh: 6%; BLM inh: -7%; TRHR agonist: 0.7; Apoferritin bind: -14%; ALOX12 inh: 18µM*; Pol kappa inh: -1%
Record of `Cc1c(CC(=O)N2CCCCC2)c(=O)oc2cc3occ(C(C)(C)C)c3cc12` → Pol beta inh: -8%; Pol iota inh: 0%; ERG Ets-DNA blk: -1%; APEX1 inh: x; BLM inh: -1%; TRHR agonist: -0.1; Apoferritin bind: -11%; ALOX12 inh: -15%; Pol kappa inh: -13%

Going on with the list.
(33) O=C(NC(=S)Nc1ccc2oc(-c3ccncc3)nc2c1)c1ccccc1F
(34) N#CC1=C(N)Oc2n[nH]c(-c3ccccc3)c2C12C(=O)Nc1ccccc12 (stereo not drawn)
(35) COc1ccccc1-n1cnnc1SCC(=O)Nc1cccnc1Cl
(36) O=C(N/N=C(/CC(=O)c1cccs1)C(F)(F)F)c1ccc(O)cc1
(37) COc1ccccc1/C=C/C=N/n1c(-c2ccccn2)n[nH]c1=S
(38) Cc1cc(C)c(NC(=O)COc2nc3ccccc3nc2C)c(C)c1
(39) S=c1[nH]nc(Cc2ccccc2)n1-c1ccc(Cl)cc1
(40) C1CC(CN2CCOCC2)CN(c2nc3nonc3nc2N2CCSCC2)C1 (stereo not drawn)
(41) O=C(CN1CCN(S(=O)(=O)c2ccc(Br)s2)CC1)N1CCCCC1
(42) O=C1/C(=C/c2cccnc2)SC(=S)N1NS(=O)(=O)c1ccccc1
(43) C/C(=N\NC(=O)CC1(C)OCCO1)c1cccs1

Compound	33	34	35	36	37	38	39	40	41	42	43
Pol beta inh	2%	7%	2%	45%	29%	21%	-5%	10%	x	20%	0%
Pol iota inh	60%[activator]	0%	-2%	146%[activator]	u	10%	67%[activator]	6%	5%	82%[activator]	17%
ERG Ets-DNA blk	9%	-15%	-6%	-10%	8%	-8%	-1%	4%	-2%	50%[activator]	6%
APEX1 inh	5%	-1%	21%	-10%	-3%	0%	1%	10%	8%	5%	4%
BLM inh	-17%	-3%	0%	-3%	-4%	-5%	-9%	-1%	x	-1%	1%
TRHR agonist	-0.1	0.1	0.5	0.0	0.3	0.0	0.2	0.1	0.9	0.8	-0.2
Apoferritin bind	-3%	-9%	1%	-9%	3%	-2%	-5%	-17%	x	6%	-3%
ALOX12 inh	-10%	11%	-10%	-22%	u	-10%	u	19%	186%[activator]	u	-2%
Pol kappa inh	-7%	-18%	-6%	-4%	4%	-14%	-7%	0%	-2%	-12%	5%

Bioassay records (PubChem)
